TDP-43 yeast inh: inhibitors of TDP-43 toxicity in yeast | TDP-43 expressing yeast growth rescue, BacTiter-Glo, 24 h | Potency, µM (series often up to 46.1 µM), without a hit: at the top dose growth rescue (activation), actives largely listed as activators | 1.8% of 410,000 active | AID 652104; note: % of control where 0% means no effect; nearly all actives have a fitted effect of over 50% in size
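Galactose-induced TDP-43 yeast, OD600=0.02, compound pinned; 24 hr, 30 deg C; BacTiter-Glo luminescence for growth. Inhibitors of TDP-43 toxicity read as activators.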
PTHR1 ag: agonists of human PTHR1 parathyroid hormone receptor. HEK293 GP2 PTHR1 cells, GloSensor cAMP luminescence, 1 h. 0.075% of 410,000 active. AID 743266. Q03431. Potency, µM (highest dose often 115 µM), for the others: at the top dose activation, actives largely listed as activators; note: nearly all actives have a fitted effect of over 55% in size; some results filed as inactive show a strong effect at the top dose; inactives centre near -15; many of its hits are not listed in these tables
Target sequence (Q03431 whole entry, looked up): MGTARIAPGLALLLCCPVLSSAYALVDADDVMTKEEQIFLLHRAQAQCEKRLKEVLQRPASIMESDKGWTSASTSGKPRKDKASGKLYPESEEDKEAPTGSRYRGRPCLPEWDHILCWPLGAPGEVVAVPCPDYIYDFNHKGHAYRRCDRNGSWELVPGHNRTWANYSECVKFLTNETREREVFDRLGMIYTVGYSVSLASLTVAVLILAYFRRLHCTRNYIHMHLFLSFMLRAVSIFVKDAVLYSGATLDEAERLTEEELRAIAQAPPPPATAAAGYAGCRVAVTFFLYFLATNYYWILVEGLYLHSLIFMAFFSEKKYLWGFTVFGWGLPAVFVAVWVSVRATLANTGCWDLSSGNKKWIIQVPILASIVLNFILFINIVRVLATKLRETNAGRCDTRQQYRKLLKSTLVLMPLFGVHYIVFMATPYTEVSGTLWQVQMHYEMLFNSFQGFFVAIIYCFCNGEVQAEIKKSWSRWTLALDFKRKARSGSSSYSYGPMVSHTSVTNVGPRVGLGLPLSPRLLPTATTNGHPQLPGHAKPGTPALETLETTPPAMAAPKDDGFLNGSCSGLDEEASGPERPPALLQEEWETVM
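HEK-293-derived GP2 cells expressing PTHR1 and a GloSensor cAMP reporter, 3,000/well, plated overnight, given luciferin plus IBMX (each 0.5 mM as added) for 1 h at 37 °C, then compound for 1 h at 37 °C. Luminescence was read after 15 min at room temperature.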
EPAC1 ag: activates human EPAC1 exchange factor; EPAC1 agonist qHTS, biochemical assay; response scale: 100% = response to 6.5 mM cAMP; Potency, µM (titrated, usually from 154 µM), without a hit: top-dose activation, hits mostly activators; 0.073% of 360,000 active; AID 720707; note: nearly all actives have a fitted effect of over 60% in size
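Nucleotide exchange by EPAC1 (100 nM) on Rap1B–BODIPY-GDP (250 nM) in the presence of 50 uM GDP is tracked fluorescently at 480/540 nm over 30 min. Signals are normalized to a 6.5 mM cAMP control.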
EPAC2 antagonist: blocks human EPAC2 exchange factor; Potency, µM (doses to about 114 µM), without a hit: top-dose activity, negative = inhibition, hits mostly inhibitors; 0.18% of 360,000 active; EPAC2 GEF exchange of Rap1B-BODIPY-GDP, fluorescence; Q8WZA2; AID 720708; note: % is set by controls: 0 for no effect and ±100 for the full control effect; nearly all actives have a fitted effect of over 45% in size; many of its hits are not listed in these tables
FUS yeast rescue: suppressors of FUS proteinopathy in yeast | S. cerevisiae FUS-expressing, growth rescue, OD600, 24 h | Potency, µM (doses to about 76.6 µM), without a hit: top-dose growth rescue (activation), most hits filed as activators | 0.24% of 390,000 active;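 note: plate controls were DMSO vehicle for no effect and reference control for full effect; nearly all actives have a fitted effect of over 55% in size; some results filed as inactive show a strong effect at the top dose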
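Absorbance at 600 nm, taken 24hr after compound addition, measured rescue of FUS-yeast growth at 30C. Induction used 2% galactose with seeding at OD 0.005. Controls: CP55940 from 92uM final, DMSO only.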
EPAC2 agonist: activates human EPAC2 exchange factor. Potency, µM (doses to about 154 µM), without a hit: at the highest dose activation, usual class: activators. EPAC2 activation, biochemical qHTS; response scale: 100% = 6.5 mM cAMP response. 0.079% of 360,000 active. Q8WZA2. AID 720711; note: nearly all actives have a fitted effect of over 50% in size
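Nucleotide exchange monitored as fluorescence drop when BODIPY-GDP leaves Rap1B. Reaction: 100 nM EPAC2, 250 nM RAP1B-BODIPY-GDP, 50 uM GDP, room temperature, kinetic read over 30 min. Activity expressed relative to 6.5 mM cAMP.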
EPAC1 antag: EPAC1 (human) antagonism. O95398. EPAC1 GEF assay, Rap1b-BODIPY-GDP exchange fluorescence. Potency, µM (doses to about 115 µM), for inactives: at the highest dose activity change, negative = inhibition, actives largely listed as inhibitors. 0.14% of 360,000 active. AID 720709;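 note: plate controls were vehicle for no effect and positive control for full effect; nearly all actives have a fitted effect of over 50% in size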
aSyn yeast inh: inhibitors of alpha-synuclein toxicity in yeast | Potency, µM (titrated, usually from 46.1 µM), inactives show top-dose growth rescue (activation), hits mostly activators | AID 652106 | Yeast expressing alpha-synuclein, growth rescue, BacTiter-Glo, 24 h | 0.14% of 370,000 active; note: % of control where 0% means no effect; nearly all actives have a fitted effect of over 65% in size
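Readout is rescue of growth in alpha-synuclein-expressing yeast, so inhibitors of toxicity appear as activators. Growth after 24 hr at 30 deg C in galactose medium is quantified by luminescence.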
The depositor's hits bear a star; i = inactive; ? = inconclusive; . = no result given; & = joins results of further samples; [ ] = another dose, or the depositor's remark. Calls come from the whole dose curve; as a rule, active = well fitted curve in the direction sought with a large enough effect; inconclusive = small, poorly fitted or top-dose-only effect, or another doubt; inactive = no such curve, though single readings can be large; an effect the other way counts as inactive or inconclusive. Potency is the fitted concentration of half-maximal effect.

cpd	Molecule	TDP-43 yeast inh	PTHR1 ag	EPAC2 agonist	aSyn yeast inh	EPAC2 antagonist	FUS yeast rescue	EPAC1 antag	EPAC1 ag
1	Nc1c(C(=O)NCc2ccc(Cl)cc2)sc2nc3c(c(C(F)(F)F)c12)CCC3	1%	-1%	11%	1%	-25%	?	-18%	?
2	Cc1c(NC(=O)CSc2nnc(-c3ccco3)n2-c2ccccc2)c(=O)n(-c2ccccc2)n1C	3%	-14%[57.5 µM]	3%	-9%	5%	-4%	-4%	-3%
3	O=C(Nc1cc(S(=O)(=O)N2CCOCC2)ccc1N1CCOCC1)c1ccc(S(=O)(=O)N2CCCCC2)cc1	21%[9.22 µM]	-12%	0%	4%	-7%	26%	-12%	5%
4	Cc1ccc2nc(N(CCCN(C)C)C(=O)c3cc(-c4cccs4)nc4ccccc34)sc2c1	16%	i	16%	-16%	1%	?	-4%	12%
5	Cc1c(-c2ccc(/C=N/NC(=O)C(=O)Nc3ccccc3F)o2)cccc1[N+](=O)[O-]	15%	i	1%	6%	3%	25%	-12%	3%
6	O=C1c2ccccc2C(=O)N1CCCN1C(=O)c2ccccc2C1=O	-13%	-2%	-2%	-1%	-21%	1%	5%	-4%
7	Cc1ccc(S(=O)(=O)N2CCOCC2)cc1C(=O)OCC(=O)Nc1ccc(Cl)cn1	13%	-5%	10%	-7%	4%	12%	-9%	11%
8	COCC(=O)N(Cc1cc2cc(C)ccc2[nH]c1=O)c1ccc(C)c(C)c1	-1%	i	-7%	3%	-16%	22%	-23%	6%
9	CC1(C)OC(=O)C(=CNCCc2ccc(O)cc2)C(=O)O1	-6%	i	8%	0%	15%	-6%	4%	0%
10	CCCNC(=O)c1c(C)cc(=O)oc1C	-20%	-2%[57.5 µM]	3%	0%	0%	10%	0%	7%
11	Cc1ccc(C(=O)N/C(=C/c2cccc([N+](=O)[O-])c2)C(=O)NC(C)C)cc1	4%	-16%	13%	0%	7%	.	-11%	4%
12	CC(CNC(=O)C1CCCCC1)NC(=O)C1CCCCC1 (stereo not drawn)	-1%	i	4%	-8%	5%	-1%	4%	-4%
13	CCOc1nc2cnccc2n(CC(=O)Nc2ccccc2F)c1=O	17%	i	-3%	10%	16%	-22%	-17%	-5%
14	COc1cc(Br)cc(/C=N/NC(=O)Cc2ccccc2)c1O	-10%	i	-8%	4%	2%	6%	-7%	3%
15	Clc1ccc(Nc2nc(N3CCOCC3)nc(N3CCOCC3)n2)cc1Cl	23%	-1%	-1%	7%	4%	15%	12%	-2%
16	CN(Cc1ccccc1)C(=O)COC(=O)c1ccc2c(c1)OCO2	6%	-15%[57.5 µM]	10%	-3%	2%	14%	-21%	0%
17	O=C(Oc1ccccc1Cl)c1ccccc1P(=O)(O)O	-13%	i	3%	2%	-6%	22%	2%	3%
18	O=c1[nH]c2cccc(F)c2n2cccc12	14%	-11%	14%	1%	12%	35%	-16%	6%
19	CC(=O)Nc1ccc(NC(=O)CSc2nnnn2-c2ccc3c(c2)OCCO3)cc1	-2%	i	17%	0%	-6%	13%	-2%	14%
20	Cc1cccc(N2C(=O)CS/C2=N\NC(=O)c2ccc(Cl)cc2)c1C	-24%	-1%[57.5 µM]	7%	0%	9%	10%	14%	-2%
21	CCCCN(C)c1c(C)nc2ccc(C(=O)N(C)Cc3ccco3)cn12	5%	-3%	1%	0%	-8%	0%	-18%	1%
22	CCOC(=O)c1ccccc1NC1CC(=O)N(c2ccccc2C)C1=O (stereo not drawn)	?	i	4%	8%	-6%	40%	-6%	0%
23	Nc1c(-c2ccccc2)nnn1Cc1ccccc1	1%	-33%[inhibitor]	-1%	-1%	5%	3%	3%	6%
24	CC(C)NC(=O)N(C)C[C@H]1OCCCC[C@@H](C)Oc2ccc(N(C)C)cc2C(=O)N([C@H](C)CO)C[C@@H]1C	-27%	?	-14%	14%	13%	-2%	-18%	-22%
25	COc1ccc(NS(=O)(=O)c2cc(NC(=O)c3ccc(Cl)cc3)ccc2N2CCOCC2)cc1	2%	i	9%	6%	-1%	-9%	-14%	6%

Remaining list, next part
cpd	Molecule	TDP-43 yeast inh	PTHR1 ag	EPAC2 agonist	aSyn yeast inh	EPAC2 antagonist	FUS yeast rescue	EPAC1 antag	EPAC1 ag
26	COc1ccc([N+](=O)[O-])cc1N(CC(O)Cn1nnc2ccccc21)S(=O)(=O)c1ccc(C)cc1 (stereo not drawn)	-4%	?	3%	.	-22%	?	-19%	-11%
27	O=C(Nc1cccnc1Cl)c1cc([N+](=O)[O-])ccc1Cl	26%	i	5%	-2%	6%	-1%	-4%	-1%
28	Nc1cc2c(cc1[N+](=O)[O-])OCCOCCOCCO2	-12%	i	2%	13%	-16%	18%	-9%	-3%
29	CCN(CC)CCNCC(=O)Nc1ccc(Oc2ccccc2)cc1	2%	-22%	5%	-4%	10%	-20%	9%	0%
30	O=C(/C=C/c1cccs1)NC(=S)NNC(=O)Cc1cccs1	11µM*	-29%[57.5 µM]	-9%	?	4%	-6%	-1%	-5%
31	Cc1ncccc1C(=O)N1CCCC(CCC(=O)N2CCN(c3ccccn3)CC2)C1 (stereo not drawn)	-3%	i	7%	-9%	-3%	-3%	5%	-6%
32	COc1ccc(Cc2nnc(NC(=O)Nc3ccccc3F)s2)cc1OC	6%	i	0%	-2%	-19%	-3%	-19%	6%
33	O=C(Nc1ccon1)Nc1cc(Cl)ccc1Cl	?	i	-5%	-6%	13%	28%	0%	-14%
34	O=C(Nc1ccccc1N1CCCCC1)C1CCN(S(=O)(=O)c2ccccc2C(F)(F)F)CC1	-15%	i	8%	0%	6%	44%	-17%	-9%
35	COc1ccc(S(=O)(=O)N2CCCCCC2)cc1N(C)S(=O)(=O)c1ccccc1	0%	-8%	12%	-3%	-3%	18%	-2%	10%
36	Cc1occc1C(=O)Nc1c(F)cc(F)cc1Br	4%	-19%	7%	1%	-1%	-2%	4%	10%
37	COc1ccc(NC(=O)c2cc(-c3cc(Cl)ccc3OC)n[nH]2)cc1OC	0%	i	13%	-2%	-9%	37%	-18%	4%
38	COc1cccc(CNC(=O)CCC2CCCN(C(=O)c3ccoc3)C2)c1 (stereo not drawn)	0%	i	8%	-3%	3%	8%	-12%	1%
39	Cc1ccc(S(=O)(=O)Nc2nc(C)cc(NN)n2)cc1	-4%	-20%	3%	-4%	4%	7%	4%	1%
40	O=C(Cc1cnc2ncnn2c1)N1CCc2c([nH]c3ccccc23)C1c1ccccc1F (stereo not drawn)	-10%[1.82 µM]	i	7%	3%	-19%	10%	6%	4%
41	O=C(N/N=C/c1ccc(F)cc1)c1ccncc1	4%	i	0%	2%	6%	28%	-1%	3%
42	Nc1cccc(C(=O)OCC(=O)c2ccccc2)c1	-4%	i	0%	0%	10%	4%	13%	1%
43	Cc1cc(O)c(C(C)C)cc1NC(=O)Nc1cccc2ccccc12	-7%	-20%	-2%	4%	-5%	-2%	?	-11%
44	CCOc1ccc(S(=O)(=O)N(CC(=O)NC2CCCCC2C)Cc2ccco2)cc1 (stereo not drawn)	-3%	-41%[inhibitor]	-9%	-1%	-19%	27%	-14%	-3%
45	CC(C)(NC(=O)N1CCOCC1)c1cccc(C(C)(C)NC(=O)N2CCOCC2)c1	-16%	i	4%	1%	-8%	-4%	-11%	0%
46	CCOC(=O)C1CCCCN1C(=O)CCc1c(C)nc2ncnn2c1C (stereo not drawn)	12%	-8%	3%	2%	11%	5%	2%	-6%
47	COc1ccc(CNC(=O)C(=O)NCC2OCCCN2S(=O)(=O)c2cccs2)cc1 (stereo not drawn)	15%	-38%[inhibitor]	-5%	2%	-3%	.	-6%	-2%
48	CCC(C)(C)NC(=O)C(NS(=O)(=O)c1cccs1)c1ccccc1 (stereo not drawn)	-8%&14%	9%	16%	-3%&7%	6%	-21%&-13%	-28%	-19%
49	CS(=O)(=O)N1CCCC(C(=O)NCc2ccccn2)C1 (stereo not drawn)	-7%	i	6%	0%	9%	-1%	4%	-2%
50	COc1ccc(C2NC(=O)NC(O)(C(F)(F)F)C2C(=O)c2ccc(C)cc2)cc1 (stereo not drawn)	3%	-25%[57.5 µM]	6%	2%	7%	4%	3%	14%
51	O=C1c2ccc(-c3nc4ccccc4o3)cc2C(=O)N1Cc1ccccc1	22%	-9%	5%	2%	5%	.	2%	2%
52	COc1ccc(NC(=S)N/N=C/c2cccn2Cc2ccc(F)cc2)cc1	9%	-19%	-1%	-4%	-3%	-3%	-8%	-4%
53	CCOc1ccc(NC(=O)CSc2nnc(Cn3cnc([N+](=O)[O-])n3)n2CC)cc1	8%	i	9%	-10%	5%	16%	8%	7%

Quoted from above, nos. 44–53
cpd	Molecule	TDP-43 yeast inh	PTHR1 ag	EPAC2 agonist	aSyn yeast inh	EPAC2 antagonist	FUS yeast rescue	EPAC1 antag	EPAC1 ag
44	CCOc1ccc(S(=O)(=O)N(CC(=O)NC2CCCCC2C)Cc2ccco2)cc1 (stereo not drawn)	-3%	-41%[inhibitor]	-9%	-1%	-19%	27%	-14%	-3%
45	CC(C)(NC(=O)N1CCOCC1)c1cccc(C(C)(C)NC(=O)N2CCOCC2)c1	-16%	i	4%	1%	-8%	-4%	-11%	0%
46	CCOC(=O)C1CCCCN1C(=O)CCc1c(C)nc2ncnn2c1C (stereo not drawn)	12%	-8%	3%	2%	11%	5%	2%	-6%
47	COc1ccc(CNC(=O)C(=O)NCC2OCCCN2S(=O)(=O)c2cccs2)cc1 (stereo not drawn)	15%	-38%[inhibitor]	-5%	2%	-3%	.	-6%	-2%
48	CCC(C)(C)NC(=O)C(NS(=O)(=O)c1cccs1)c1ccccc1 (stereo not drawn)	-8%&14%	9%	16%	-3%&7%	6%	-21%&-13%	-28%	-19%
49	CS(=O)(=O)N1CCCC(C(=O)NCc2ccccn2)C1 (stereo not drawn)	-7%	i	6%	0%	9%	-1%	4%	-2%
50	COc1ccc(C2NC(=O)NC(O)(C(F)(F)F)C2C(=O)c2ccc(C)cc2)cc1 (stereo not drawn)	3%	-25%[57.5 µM]	6%	2%	7%	4%	3%	14%
51	O=C1c2ccc(-c3nc4ccccc4o3)cc2C(=O)N1Cc1ccccc1	22%	-9%	5%	2%	5%	.	2%	2%
52	COc1ccc(NC(=S)N/N=C/c2cccn2Cc2ccc(F)cc2)cc1	9%	-19%	-1%	-4%	-3%	-3%	-8%	-4%
53	CCOc1ccc(NC(=O)CSc2nnc(Cn3cnc([N+](=O)[O-])n3)n2CC)cc1	8%	i	9%	-10%	5%	16%	8%	7%

High-throughput results from PubChem.

Not all compounds are listed; rates above refer to the full screens.
